# From PubChem BioAssay
# FBPA coupling cs = coupling enzyme interference in Giardia aldolase counter-screen; coupling enzyme system counterscreen, AmpLite Red fluorescence; activity change, negative = inhibition, % at 58.2 µM, hits read low; hit rate 0.67% among 290,000; AID 2472; in the data active means activity change below about -30%
#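 Fluorescence at 525 nm excitation and 598 nm emission measured inhibition of the coupled detection system without aldolase. Compounds (at 57.5 uM final) were preincubated 10 min at room temperature with coupling enzyme reagent before a 20 min substrate/AmpLite Red step.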
# B2AR arrestin = agonists driving beta-arrestin recruitment to human beta2-adrenergic receptor. Potency, µM (titrated, usually from 46.1 µM), without a hit: top-dose activation, usual class: activators. beta-arrestin recruitment to beta2AR, cell-based reporter. P07550. hit rate 0.02% among 330,000;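 further: potency means the concentration at half of the fitted maximal effect; 0% = DMSO controls and full agonism = EC100 isoproterenol or metaproterenol; nearly all actives have a fitted effect of over 65% in size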
# uPA surface inh = blocks generation of uPA at the cell surface. cell surface uPA generation assay, qHTS. Potency, µM (doses to about 38.3 µM), inactives show at the top dose activity change, negative = inhibition, hits mostly inhibitors. hit rate 0.31% among 330,000. AID 540303; active means well fitted inhibition curve with a large enough effect; inconclusive means small, poorly fitted or top-dose-only effect; inactive means no such curve, though single readings can be large or run the other way; tested in mouse RAW 264.7 cells; further: potency means the concentration at half of the fitted maximal effect; nearly all actives have a fitted effect of over 55% in size
# Eya2 inh = inhibitors of human Eya2 phosphatase activity. O00167. recombinant Eya2, OMFP fluorescence dephosphorylation (OMFP is methylfluorescein phosphate). Potency, µM (titrated, usually from 76.9 µM), inactives show at the top dose activity, negative = inhibition, most hits filed as inhibitors. hit rate 0.006% among 330,000; further: potency means the concentration at half of the fitted maximal effect
#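 Eya2 protein (added as 0.2 uM solution) was preincubated with compound for 10 min at ambient temperature in 50 mM HEPES pH 7.5, 50 mM NaCl, 5 uM MgCl2, 0.05% BSA, 1 mM DTT. OMFP (added at 50 uM) then reacted 10 min; fluorescence read at 485/525 nm.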
# USP2a inh = blocks human ubiquitin-specific protease USP2a; AID 463254; USP2 core, Ub-CHOP2 coupled fluorogenic reporter, 485/531; Potency, µM (series often up to 38.3 µM), for the others: at the highest dose activity change, negative = inhibition, actives largely listed as inhibitors; hit rate 0.01% among 330,000;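 further: potency means the concentration at half of the fitted maximal effect; plate controls were DMSO wells for no effect and full inhibition by NEM control for full effect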
#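 Cell-free coupled assay: 10nM USP2 core preincubated 30min RT with compound in Tris-HCl pH 8.0/CaCl2/CHAPS buffer, then 25nM Ub-CHOP2 and 25nM reporter substrate; fluorescence (Ex 485/Em 531) read after 60min RT, normalized to NEM inhibition, concentration-response curves fitted.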
# Giardia kill = kills Giardia lamblia. AID 540267. activity change, % at 7.66 µM, hits read low. Giardia lamblia trophozoite viability. hit rate 0.15% among 340,000; in the data active means activity change below about -80%; inconclusive means between about -30% and that limit;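 further: parasites exposed to compound for two days anaerobically before the ATP read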
#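 Giardia trophozoites, 100 cells per well, were exposed to compounds for 48 hrs at 37 deg C under anaerobic conditions; viability was then read as ATP content by bioluminescence after 15-30 min at room temperature.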
# PKM2 activator = increases activity of human pyruvate kinase M2. purified PKM2, Kinase-Glo ATP luminescence, activation; response scale: 0% is enzyme alone, no compound. Potency, µM (doses to about 57.5 µM), for the others: at the top dose activation, hits mostly activators. hit rate 0.34% among 260,000; further: potency means the concentration at half of the fitted maximal effect; nearly all actives have a fitted effect of over 55% in size
#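 hPK-M2, >95% pure; 0.1 mM ADP / 0.5 mM PEP final; imidazole pH7.2 buffer w/ 7 mM MgCl2, 50 mM KCl; 1 h RT; Kinase-Glo lum. Intermediate enzyme activity for dual inhibitor/activator qHTS.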
# GALK inh = inhibitors of human galactokinase; P51570; Purified GALK, Kinase-Glo residual ATP luminescence; Potency, µM (top dose mostly 57.5 µM), without a hit: top-dose activity change, negative = inhibition, usual class: inhibitors; hit rate 0.007% among 270,000; AID 1868; further: potency means the concentration at half of the fitted maximal effect
#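 Compounds were pin-transferred into ATP buffer (35 uM final), then GALK plus galactose (5 nM, 100 uM final) was added. After 1 h at room temperature, Kinase-Glo Plus was added and luminescence read after 10 min.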
# KCNH2 3.1 inh = inhibitors of human KCNH2 3.1 potassium channel isoform. hit rate 0.95% among 340,000. AID 720553. U2OS KCNH2 3.1, thallium flux FluxOr; active compounds read low. activity change, % (tested at about 1.8 µM);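 active means maximum activity change below -70%; inconclusive means maximum activity change from -70% to -50%; inactive means maximum activity change above -50%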;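 further: thallium influx rate constant from kinetic fluorescence after stimulation buffer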
#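 FluxOr-based Tl+ influx in U2OS cells transduced with KCNH2 3.1 virus; rate constants normalized to DMSO controls.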
# BCR signal inh = blocks chronic active B-cell receptor signaling; ABC-DLBCL IkBa-CBG/CBR reporter, luminescence ratio, 4 h; Potency, µM (series often up to 46.1 µM), without a hit: top-dose ratio change, negative = lower green/red ratio, usual class: inhibitors; hit rate 0.05% among 340,000; AID 493014; active means well fitted inhibition curve with a large enough effect in the signal ratio, with a control signal flat, not every such curve was filed as active; inconclusive means small, poorly fitted or top-dose-only effect, or effect the other way, or a change in a side signal; the % refers to the signal ratio;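 further: potency means the concentration at half of the fitted maximal effect; plate controls were basal doxycycline-induced cells for no effect and cells given 10 µM MG132 for full effect; MG132 reads +100%, hits lower the ratio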
#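 TMD8 human ABC-DLBCL cells with doxycycline-inducible IκBα–green luciferase fusion and unfused red luciferase, in 0.5% FBS medium; compounds up to 46 uM, 4 h at 37C. Green/red luminescence ratio, filter-overlap corrected, fitted to concentration-response curves.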
# KCNH2 WT inh = KCNH2 (human, wildtype) channel inhibition | Q12809 | U2OS, BacMam KCNH2, thallium flux FluxOr; active compounds read low | activity change, % at 1.84 µM | hit rate 0.37% among 340,000 | AID 720551;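 active means maximum activity change below -70%; inconclusive means maximum activity change between -70% and -50%; inactive means maximum activity change above -50%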
# Target sequence (Q12809 whole entry, looked up): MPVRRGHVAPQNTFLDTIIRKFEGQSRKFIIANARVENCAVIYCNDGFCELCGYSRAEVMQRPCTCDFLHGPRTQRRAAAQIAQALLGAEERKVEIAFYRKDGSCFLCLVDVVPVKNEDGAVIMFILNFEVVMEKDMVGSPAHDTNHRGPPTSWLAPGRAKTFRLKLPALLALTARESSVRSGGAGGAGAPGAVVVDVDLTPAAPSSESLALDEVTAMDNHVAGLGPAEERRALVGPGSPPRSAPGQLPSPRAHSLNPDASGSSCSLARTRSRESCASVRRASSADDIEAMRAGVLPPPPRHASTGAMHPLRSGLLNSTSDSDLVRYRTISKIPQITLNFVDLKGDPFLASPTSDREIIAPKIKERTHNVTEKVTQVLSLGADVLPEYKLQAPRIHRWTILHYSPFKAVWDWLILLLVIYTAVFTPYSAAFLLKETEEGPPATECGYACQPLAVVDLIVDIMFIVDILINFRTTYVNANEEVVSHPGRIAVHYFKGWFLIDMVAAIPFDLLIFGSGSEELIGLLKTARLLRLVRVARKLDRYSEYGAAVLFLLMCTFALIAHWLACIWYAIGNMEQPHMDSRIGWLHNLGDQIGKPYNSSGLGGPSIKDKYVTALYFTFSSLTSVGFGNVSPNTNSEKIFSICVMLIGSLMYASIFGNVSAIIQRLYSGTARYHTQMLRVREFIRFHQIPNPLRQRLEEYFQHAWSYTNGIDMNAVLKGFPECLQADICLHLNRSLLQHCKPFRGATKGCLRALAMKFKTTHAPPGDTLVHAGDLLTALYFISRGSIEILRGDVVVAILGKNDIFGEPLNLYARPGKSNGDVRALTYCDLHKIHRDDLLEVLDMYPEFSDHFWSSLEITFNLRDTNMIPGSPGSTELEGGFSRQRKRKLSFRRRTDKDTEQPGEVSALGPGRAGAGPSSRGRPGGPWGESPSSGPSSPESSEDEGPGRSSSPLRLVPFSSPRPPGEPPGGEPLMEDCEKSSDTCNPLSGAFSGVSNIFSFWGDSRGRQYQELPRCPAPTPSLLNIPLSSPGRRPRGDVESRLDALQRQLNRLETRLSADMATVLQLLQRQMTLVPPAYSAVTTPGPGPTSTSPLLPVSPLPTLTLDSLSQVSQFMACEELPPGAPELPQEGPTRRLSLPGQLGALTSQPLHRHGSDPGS
#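 U2OS cells transduced with wild-type KCNH2 virus are loaded with FluxOr dye for 45 min, and thallium flux is measured in kinetic reads before and after stimulation buffer. Rate constants are normalized to DMSO controls.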
# * marks the source's active call; other numbers are inactive results; ? = inconclusive; . = not tested or not shown; & = joins results of further samples; [ ] = dose if it differs, or a comment. Unless noted, the call rests on the fitted dose curve; in most records, active means well fitted curve in the direction sought with a large enough effect; inconclusive means small, poorly fitted or top-dose-only effect, or another doubt; inactive means no such curve, though single readings can be large; an effect the other way counts as inactive or inconclusive. Unless noted, on the % scale 0 is the no-effect control and ±100 the full control effect.
SMILES,FBPA coupling cs,B2AR arrestin,uPA surface inh,Eya2 inh,USP2a inh,Giardia kill,PKM2 activator,GALK inh,KCNH2 3.1 inh,BCR signal inh,KCNH2 WT inh
O=c1cc(C(F)(F)F)[nH]c2ccc(OC(F)(F)F)cc12,-28,-0.1%,-17%,-6%,-1%,-17,2%,-2%,2,?,-3
O=C(CCCCCn1c(=S)[nH]c2cc3c(cc2c1=O)OCO3)N1CCN(c2ccccc2)CC1,-2,-0.9%,-6%,9%,0%,-22,-1%[0.46 µM],-3%,2,-1%,4
O=C(O)CSc1c2ccccc2cc2ccccc12,12,-0.2%,7%,5%,-1%,9,-2%,-5%,14,-2%,-3
CCOc1ccc(NC2=NCC(=O)N2Cc2cccs2)cc1,.,0.4%,3%,-3%,1%,-3,-6%,1%,-5,1%,18
CC(NC(=O)C1CCCN1S(=O)(=O)c1ccc2c(c1)n(C)c(=O)c(=O)n2C)c1ccccc1 (stereo unspecified),0,-0.4%,0%,-5%,5%,1,-3%,2%,-20,?,0
CCC(C)[C@H](NC(=O)OC(C)(C)C)c1nnc(SCc2c(C)[nH]c(=O)[nH]c2=O)o1 (stereo partly specified),0,-0.4%,3%,2%,1%,3,-2%,-2%,-10,4%,-8
CSc1nnc(-c2cc[n+](C)cc2)n1CCO,-3,0.1%,-1%,-6%,3%,-6,-2%,2%,0,1%,2
COc1ccc(C2=NS(=O)(=O)N(C)C(C(=O)NC(C)c3ccccc3)=C2)cc1OC (stereo unspecified),4,-0.9%,1%,11%,1%,-13,?,.,1,1%,-5
Cc1cccc(C(=O)NCCCN2CCCC2=O)c1,3,0.1%,-2%,-6%,-10%,-7,4%,0%,-19,?,-3
O=C(O)c1ccc(NCc2ccc(Br)cc2)cc1,4,-0.3%,0%,3%,0%,-9,-1%,0%,-3,0%,3
Clc1ccc(SCc2cc(-c3ccccc3)on2)cc1,2,-0.2%,13%,12%,1%,-7,4%,0%,-20,?,-1
Cc1ccccc1NC(=O)OCc1cccnc1Sc1ccc(Cl)cc1,0,-0.3%,3%,-2%,-1%,-2,-5%,2%,-6,-22%,-3
CC(=O)c1c(C(C)=O)c(C)n(C(c2ccccc2)c2ccccc2)c1C,3,-0.2%,-7%,-2%,-2%,0,-28%,-2%,0,?,-2
CCOc1ccc(C(C)NC(=O)C2CCCC2)cc1 (stereo unspecified),0,-0.1%,4%,-2%,1%,-10,-10%,1%,-6,0%,3
CC(C)C1N(C(=O)CN2CCCCC2)CCN1S(=O)(=O)c1ccccc1 (stereo unspecified),3,-0.3%,2%,4%,4%,15,-2%,4%,2,-4%,8
CC(C)n1c(C(O)c2ccc3c(c2)OCO3)nc2ccccc21 (stereo unspecified),4,0.9%,-6%,6%,-1%,-2,4%,5%,-7,-3%,-3
CC(=O)c1ccc(NC(=S)N2CCCC2)cc1,1,0.0%,-3%,-9%,1%,18,-7%,-2%,-9,-1%,-1
O=C(CCCn1nnnc1CN1CCOCC1)N1CCC(c2ccccc2Cl)C1 (stereo unspecified),.,0.2%,15%,-2%,1%,-5,.,-10%,0,3%,-7
CC(OC(=O)C1CC1)C(=O)Nc1ncc(Cl)cc1Cl (stereo unspecified),.,-0.4%,-16%,20%,-1%,-14,.,.,-1,-2%,7
COc1c2c(nc3occc13)C(CC=C(C)C)(OC)C(=O)C=C2 (stereo unspecified),1&0,0.1%,-1%,5%,7%,-9,17%,1%,10,15%,-24
O=C(c1cccc(Cl)c1)N1CCN(c2ncccn2)CC1,5,-0.3%,-3%,8%,3%,-20,.,1%,22,6%,6
Cc1noc(C)c1CSCC(=O)OCc1nc2ccccc2c(=O)n1CC#N,1,-0.1%,9%,1%,2%,-12,0%,3%,-5,-1%,-11
COCCC(=O)N1CCC(Oc2ccc(C(=O)N3CCCC(OC)C3)cc2)CC1 (stereo unspecified),.,0.2%,-8%,3%,4%,0,.,-6%,10,3%,-10
CC(C)N1CCN(Cc2ccccc2-c2ccco2)CC1CCO (stereo unspecified),0,0.1%,12%,-1%,5%,5,0%,1%,-16,-15%,16
CC(C)CCOc1ccc(C(=O)N2CCCC2C(=O)O)cc1 (stereo unspecified),1,-1.4%,2%,-3%,3%,-2,-1%,1%,-1,25%,-1
# Other results follow:
SMILES,FBPA coupling cs,B2AR arrestin,uPA surface inh,Eya2 inh,USP2a inh,Giardia kill,PKM2 activator,GALK inh,KCNH2 3.1 inh,BCR signal inh,KCNH2 WT inh
COC(=O)C(C)Sc1nc2c(c(=O)[nH]c(=O)n2C)n1CCC(C)C (stereo unspecified),4,-0.3%,-5%,-2%,-7%,-13,5%,-2%,30,-7%,12
CCOC(=O)NC(O)C(=O)c1ccc(F)cc1 (stereo unspecified),2,-0.6%,10%,-7%,0%,-20,3%,0%,8,0%,1
O=C(COC(=O)[C@H](Cc1ccccc1)NC(=O)c1cccs1)Nc1cc(F)ccc1F,1,-1.2%,4%,3%,3%,-12,-2%,3%,8,?,0
COc1ccc(/C=N/OCC(=O)OCC(=O)N(C)c2ccccc2)cc1,.,-0.3%,2%,24%,0%,-14,.,.,1,9%,-5
Cc1nn(-c2ccccc2)nc1CNC(=O)C(C)Cc1ccccc1 (stereo unspecified),3&3,-1.0%,-6%,5%,1%,-14,-2%&-1%,.,6,0%,2
Cc1nn(C)cc1S(=O)(=O)NC1CCCC1,0,-0.1%,4%,-1%,2%,9,3%,3%,25,0%,5
O=C(CSc1ncccc1C(=O)O)NCCC1=CCCCC1,1,-0.3%,7%,-8%,-6%,20,0%,-2%,3,-5%,0

# Full records, quoted from the list. Order of values: FBPA coupling cs | B2AR arrestin | uPA surface inh | Eya2 inh | USP2a inh | Giardia kill | PKM2 activator | GALK inh | KCNH2 3.1 inh | BCR signal inh | KCNH2 WT inh
# O=C(COC(=O)[C@H](Cc1ccccc1)NC(=O)c1cccs1)Nc1cc(F)ccc1F reads 1 | -1.2% | 4% | 3% | 3% | -12 | -2% | 3% | 8 | ? | 0
# Cc1nn(-c2ccccc2)nc1CNC(=O)C(C)Cc1ccccc1 (stereo unspecified) reads 3&3 | -1.0% | -6% | 5% | 1% | -14 | -2%&-1% | . | 6 | 0% | 2
# O=C(CSc1ncccc1C(=O)O)NCCC1=CCCCC1 reads 1 | -0.3% | 7% | -8% | -6% | 20 | 0% | -2% | 3 | -5% | 0
# CCOC(=O)NC(O)C(=O)c1ccc(F)cc1 (stereo unspecified) reads 2 | -0.6% | 10% | -7% | 0% | -20 | 3% | 0% | 8 | 0% | 1
# Cc1nn(C)cc1S(=O)(=O)NC1CCCC1 reads 0 | -0.1% | 4% | -1% | 2% | 9 | 3% | 3% | 25 | 0% | 5
